Assay outcomes from PubChem.
UDG counter: Primary qHTS assay for inhibitors of Activation Induced Cytidine Deaminase (AID): UDG Counterscreen signal | Potency, µM (doses to about 115 µM), for the others: at the top dose activity change, negative = inhibition, usual class: inhibitors | Uracil-DNA glycosylase | FRET deamination/UDG coupled assay, UDG read, 4 h | AID 1347430, 2020 | 0.14% of 91,000 active; further: nearly all actives have a fitted effect of over 65% in size
AID inhibitor: Primary qHTS assay for inhibitors of Activation Induced Cytidine Deaminase (AID): AID signal; Single-stranded DNA cytosine deaminase (Homo sapiens), Q9GZX7; AID deamination FRET fluorescence, UDG-coupled, 4 h; Potency, µM (series often up to 115 µM), without a hit: at the top dose activity change, negative = inhibition, actives largely listed as inhibitors; 0.32% of 91,000 active; AID 1347428, 2020; further: nearly all actives have a fitted effect of over 25% in size
Target sequence (Q9GZX7 whole entry, looked up): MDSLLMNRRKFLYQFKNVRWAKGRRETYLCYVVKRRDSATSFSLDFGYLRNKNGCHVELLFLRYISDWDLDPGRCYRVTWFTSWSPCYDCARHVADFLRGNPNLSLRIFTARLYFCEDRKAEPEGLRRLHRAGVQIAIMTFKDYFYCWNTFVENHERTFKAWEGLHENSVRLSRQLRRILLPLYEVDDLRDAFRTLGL
* marks the source's active call; other numbers are inactive results; ? = inconclusive; [ ] = another dose, or the depositor's remark. The call rests on the fitted dose curve; in most records, active means well fitted curve in the direction sought with a large enough effect; inconclusive means small, poorly fitted or top-dose-only effect, or another doubt; inactive means no such curve, though single readings can be large; an effect the other way counts as inactive or inconclusive. On the % scale 0 is the no-effect control and ±100 the full control effect; potency means the concentration at half of the fitted maximal effect. These rows are one share of the data; the hit share may differ from the screen's.

SMILES	UDG counter	AID inhibitor
O=C(C1=C(c2ccccc2)S(=O)(=O)CCO1)N(Cc1ccc(F)cc1)c1ccccn1	7%	-7%
CCCC(=O)Nc1cc(-c2nc3cccnc3s2)ccc1C	-2%	-8%
CCCC12CN3CC(CCC)(CN(C1)C3c1c(C)[nH]c(=O)[nH]c1=O)C2=O (centres undefined)	?	?
O=S(=O)(Cc1csc(Cc2ccccc2)n1)Cc1ccccc1F	-2%	-12%
Cc1ccc(CNc2oc(-c3ccco3)nc2C#N)cc1	0%	-5%
CC(On1nnc2ccc(Cl)cc21)C(=O)Nc1cc(Cl)cc(Cl)c1 (centres undefined)	1%	-7%
CCCc1nn(C)c2c(=O)[nH]c(-c3cc(S(=O)(=O)Nc4ccccc4C)ccc3OCC)nc12	10%	-1%
CCn1nc(C(=O)OCC(=O)Nc2cc(C)on2)c2ccccc2c1=O	-5%	1%
COc1ccc2c(c1)c1c(c(=O)n(-c3cc(Cl)ccc3C)c(=O)n1Cc1ccc(F)cc1)n2C	-2%	7%
CCCn1nc(C(=O)Nc2ncc(Cc3ccc(Cl)cc3)s2)ccc1=O	-6%	-8%
CCOC(=O)c1cc(-c2ccc(F)cc2)n(CCC(=O)NC2CCCCC2)c1C	37%[activator]	-24%
C[C@H](Cc1ccc(O)c(O)c1)[C@@H](C)Cc1ccc(O)c(O)c1	-6%	-3%
O=C(NCCCO)C(=O)Nc1c2c(nn1-c1ccc(F)cc1)CSC2	-4%	11%
COc1ccc(C(=O)Oc2ccc(Cl)cc2Cl)cc1OC	1%	3%
Cc1ccccc1C(=O)Nc1sc(C)c(C)c1C#N	4%	41%[activator]
CCN(CC)S(=O)(=O)c1ccc(C)c(NS(=O)(=O)c2cccc(C(C)=O)c2)c1	1%	-4%
Cc1ccc(-c2nc(CS(=O)CC(=O)NCc3ccc(Cl)cc3)c(C)o2)cc1 (centres undefined)	-3%	-2%
O=C(NCc1ccccc1)c1cnc(N2CCCCC2)c2ccccc12	?	?
Cc1ccc(NC(=O)C2CCCN2S(=O)(=O)c2ccc3c(c2)n(C)c(=O)c(=O)n3C)cc1C (centres undefined)	-4%	1%
CCOC(=O)c1c(C)c(-c2ccccc2)n(CC(=O)Nc2cccc(C)c2C)c1C	-14%	-23%
C=CCOc1ccccc1NC(=O)c1ccccc1C	1%	-4%
CCOCc1ccc(CNC(=O)c2nccnc2N)cc1	-5%	-8%
COc1ccc(C(=O)NCC(C)O)cc1 (centres undefined)	-2%	-7%
CN1CCN(C(=O)CCCC(=O)O)CC1	10%	10%
COCCn1c(SCC(=O)c2ccc3c(c2)CCC3)nnc1-c1ccc(Cl)cc1	-3%	-14%

Three compounds from above, arranged by their value in AID inhibitor, low to high:
Structure | AID inhibitor
O=S(=O)(Cc1csc(Cc2ccccc2)n1)Cc1ccccc1F | -12%
CCN(CC)S(=O)(=O)c1ccc(C)c(NS(=O)(=O)c2cccc(C(C)=O)c2)c1 | -4%
CCCc1nn(C)c2c(=O)[nH]c(-c3cc(S(=O)(=O)Nc4ccccc4C)ccc3OCC)nc12 | -1%

Next records follow:
SMILES	UDG counter	AID inhibitor
Cc1ccc(Cl)cc1N1CCN(C(=O)C2CCCN(Cc3nc(-c4cccc(Cl)c4)oc3C)C2)CC1 (centres undefined)	?	7%
O=C(Nc1ccc(O)cc1)c1cc(-c2ccncc2)nc2ccccc12	2%	10%
O=S(=O)(c1ccc2c(c1)OCCO2)c1nc(-c2cccc(Cl)c2)oc1N1CCOCC1	-4%	-5%
COc1ccc(S(=O)(=O)Nc2ccc(-c3ccc(N4CCCC4)nn3)cc2)cc1F	?	2%
O=C(NCc1ccco1)c1ccc2c(c1)N(Cc1ccc(Cl)cc1)C(=O)c1ccccc1S2=O (centres undefined)	1%	-2%
Cc1nc(NC(C)C)sc1C(=O)NCc1ccco1	-7%	-12%
O=C(CCS(=O)(=O)c1cccc2nonc12)Nc1c(F)cccc1F	?	7%
CCOc1ccc(NC(=O)N2CCC(CN3CCc4ccccc4C3)CC2)cc1	-9%	-14%
COc1ccc(S(=O)(=O)Nc2ccc3oc4c(c3c2)C(=O)CC(C)(C)C4)cc1	16%	4%
CC(NC(=O)c1ccsc1)C1CCCO1 (centres undefined)	3%	-3%
COc1ccc(OC)c(CNC(=O)c2ccc(-c3nc(CSc4ccccc4)c(C)o3)cc2)c1	0%	-8%
O=C(Nc1cccc(Cl)c1)c1cc(S(=O)(=O)N2CCCc3ccccc32)ccc1F	-13%	-8%
COc1ccc(-c2cc(-c3nc(-c4cc(OC)c(OC)c(OC)c4)no3)[nH]n2)c(OC)c1	4%	-30%
O=S(=O)(c1ccc(-c2cnc(C3CC3)o2)cc1)N1CCN(c2ccccc2)CC1	8%	0%
Cc1ccc(CNC(=O)Cn2c(=O)ccc3cc(S(=O)(=O)N4CCCC4)ccc32)cc1	-5%	-4%
COc1ccc(CNC(=O)C2CCN(c3nc4ccccc4[nH]3)CC2)cc1OC	10%	-10%
COc1cc(Cl)c(C)cc1NC(=O)Cn1cc(S(=O)(=O)N2CCC(C)CC2)c2ccccc2c1=O	-13%	-17%
CC(=O)N1CCN(C(=O)c2cc(-c3ccc(F)cc3)nc3ccccc23)CC1	-8%	2%
COc1cc(C)ccc1OCCSc1nc(-c2cccc(C)c2)nc2cc(=O)[nH]n12	39%[activator]	0%
CCC(C)NC(=O)c1ccc(N(C)C2CCCCC2)cc1 (centres undefined)	-2%	-7%
COCCN(C)CCCc1ccccc1	-10%	-1%
CN(C)c1ccc(CNC(=O)CCCn2ccc3cc(S(=O)(=O)N4CCCC4)ccc32)cc1	-16%	-11%
CCC(C)NC(=O)CCc1c(C)nc2c(c(C)nn2-c2ccc(C)cc2)c1C (centres undefined)	3%	7%
Cc1ccc(S(=O)(=O)N2CCN(Cc3cc(=O)n4nc(-c5ccccc5Cl)sc4n3)CC2)cc1	-11%	45%[activator]
CCOCCCNC(=O)c1c[nH]c2ccc(S(=O)(=O)N(C)c3ccc(Cl)cc3F)cc2c1=O	0%	7%
SMILES	UDG counter	AID inhibitor
COc1ccc(CCNC(=O)CSc2nnnn2-c2ccccc2OC)cc1OC	0%	-12%
CC(C)(C)CC(=O)N(Cc1cccc(Br)c1)C1CC1	2%	4%
S=c1[nH]nc(-c2n[nH]c3c2CCC3)n1/N=C/c1c2ccccc2cc2ccccc12	-4%	27%
Cc1ccc(S(=O)(=O)N2CCCN(C(=O)c3cncn3-c3ccccc3)CC2)cc1	6%	0%
CC(CC(=O)Nc1ccc(O)cc1)(C(=O)O)c1ccccc1 (centres undefined)	-24%	-10%
Cc1ccc(NC(=O)c2sc3nc(-c4cccs4)ccc3c2N)cc1F	-5%	-3%
CCOC(=O)c1c(S(=O)(=O)N2CCC(C(=O)Nc3cccc(C)n3)CC2)c(C)n(C)c1C	5%	13%
Cc1ccc2cc(/C=C/C(=O)NC3CCCC3)oc2c1	-8%	-7%
COc1cc(-c2nc3n(n2)C(c2ccc(F)cc2)C(C(N)=O)=C(C)N3)cc(OC)c1OC (centres undefined)	8%	-2%
COc1ccc(OC)c(NC(=O)N(C)CCc2c(C)nn(C)c2C)c1	-29%	0%
Cc1ccc2c(=O)cc(CSc3ccccc3)[nH]c2c1C	-8%[57.5 µM]	6%
CCn1cc(C(=O)N2CCN(c3cc(Cl)ccc3C)CC2)c2cc(OC)c(OC)cc2c1=O	-9%	-3%
Cc1nc(-c2ccc(S(=O)(=O)NCc3ccc(F)cc3)cc2)co1	-7%	20%
O=C(CN1CCN(Cc2ccc(F)cc2)C1=O)NCc1ccccc1Cl	-12%	-17%
COc1ccc(-c2ccc(CCC(=O)O)n2NC(=O)c2ccccc2Cl)cc1	0%	-5%
Cc1ccc(C(CNC(=O)c2cc(=O)c3ccc(Br)cc3o2)N2CCC(C)CC2)o1 (centres undefined)	-2%	-2%
Cc1ccc(S(=O)(=O)N2CCN(C(=O)c3ccc(Cn4nnc5ccccc54)cc3)CC2)cc1	-4%	-16%
Cc1nn(C)c2c1c(-c1ccccc1)cc(=O)n2CC(=O)NC(C)(C)C	-17%	?
COc1ccc(NC(=O)c2sc3nc[nH]c(=O)c3c2C)cc1	-7%	10%
COc1ccc(C(=O)Nc2ccc(N3CCCCC3)cc2)cc1S(=O)(=O)NC1CC1	0%	-2%
Cn1c(=O)[nH]c(=O)c2c1nc(N1CCNCC1)n2CC(N)=O	-12%	-3%
CCOC(=O)c1cc(S(=O)(=O)NCc2ccc(F)cc2)[nH]n1	4%	50%[activator]
COc1ccccc1/C=C/C(=O)Oc1ccc(Cl)c(Cl)c1	-9%	-2%
COc1ccc(CNC(=O)c2ccc(Sc3ccc(Cl)cc3)c(NC(C)=O)c2)c(OC)c1	-15%	-23%
CCc1ccc(NC(=O)C2CCCN2S(=O)(=O)c2cccc3nsnc23)cc1 (centres undefined)	-2%[57.5 µM]	27%[57.5 µM]
SMILES	UDG counter	AID inhibitor
COc1ccc(-n2c(C)nnc2SCc2nc(-c3ccc(OC)c(OC)c3)no2)cc1	?	-7%
Cc1ccc(-c2noc(CN(C3CCCCC3)S(=O)(=O)c3ccc(C)cc3)n2)cc1	-11%	-14%
Cc1ccc(-n2nc3c(=O)n(CCCC(=O)NCc4ccccc4F)nc(C)c3c2C)cc1	-5%	-25%
Cc1ccc(OCc2nc(-c3ccc(C(=O)NCCc4ccc(Cl)cc4)cc3)oc2C)cc1	0%	7%
Cc1ccc(C2=NN(S(C)(=O)=O)C(c3ccc4nccnc4c3)C2)cc1 (centres undefined)	-7%	-8%
Cc1cc(=S)[nH]c2c(C)cccc12	-16%	-8%
CCn1c(SCC(=O)Nc2ccc(Cl)cc2)nc2nc3c(cc2c1=O)COC(C)(C)C3	3%	0%
Cc1cccc(N2C(=O)CSC23C(=O)N(Cc2cccc(C(F)(F)F)c2)c2ccccc23)c1 (centres undefined)	-5%	?
CCn1cc(S(=O)(=O)c2ccccc2)c(=O)c2cc(F)c(N3CCN(c4ccccc4)CC3)cc21	?	?
N=c1ccn(O)c2ccccc12	-4%	26%
CCCOc1c(Cl)cc(/C=C(/C#N)C(=O)OC)cc1OCC	-1%	-12%
O=C(N/N=C/c1ccccc1Cl)c1ccc(Cl)s1	0%	-4%
O=C(Nc1ccc(I)cc1C(F)(F)F)c1ccc(Cl)cc1	0%	-5%
CCc1ccc(OCC(=O)N(Cc2ccco2)Cc2ccco2)cc1	-7%[57.5 µM]	?
CSc1ccc(NC(=O)c2sccc2C)cc1	0%	-7%
CCOc1ccc2nc(SCc3cccc(-c4ccccc4)c3C)sc2c1	-8%	-7%
O=C(CC1N=C2c3ccccc3N=C(SCc3ccccc3F)N2C1=O)NCCc1ccccc1 (centres undefined)	?	35µM*
CCn1cc(C(=O)n2nc(C)cc2C)c(S(=O)(=O)N2CCN(c3cccc(Cl)c3)CC2)n1	-2%	-10%
Cc1ccc2nc(/C(C#N)=C/c3cc(Br)c(O)c(Br)c3)[nH]c2c1	-1%	23%
COc1ccc(S(=O)(=O)Nc2cccc(-c3ccc(N4CCCCCC4)nn3)c2)cc1F	45%[activator]	-3%
O=C(NCc1ccco1)c1ccc(Cn2c(SCc3ccccc3)nc3cccnc32)cc1	-14%	-1%
CCNc1oc(-c2ccc(COc3ccc(Cl)cc3)o2)nc1C#N	-4%	0%
COC(=O)c1c(NC(=O)c2ccc(S(=O)(=O)N3CCC(C)CC3)cc2)sc2c1CCN(C)C2	9%	10%
CCc1ccc(NC(=O)CSC2=Nc3ccccc3C3=NC(CCC(=O)NCc4cccs4)C(=O)N23)cc1 (centres undefined)	?	-14%
Cc1ccc(N2CCN(C(=O)NCc3noc4ccccc34)CC2C)cc1 (centres undefined)	-7%	1%
SMILES	UDG counter	AID inhibitor
O=C(NC1(C(F)(F)F)C(=O)Nc2c1c(=O)[nH]c(=O)n2CCc1ccccc1)c1ccc(Cl)cc1 (centres undefined)	-3%[57.5 µM]	-21%
NC(CCCP(=O)(O)O)C(=O)O (centres undefined)	-5%	-3%
CCc1ccc(-n2c(N3CCN(c4cccc(C)c4C)CC3)nc3ccccc3c2=O)cc1	-11%[57.5 µM]	-13%
Fc1ccc(CNC(=S)Nc2ccc(Nc3ccccc3)cc2)cc1	-10%	-12%
Nc1nc(NCCc2ccc(F)cc2)c2[nH]cnc2n1	-7%	1%
CC(C)c1ccc(NC(=O)CSc2nc3ncc(Cl)cc3[nH]2)cc1	-11%	-2%
CCc1cccc(NC(=O)c2ccc(CNS(=O)(=O)c3ccc4c(c3)C(C)(C)C(=O)N4C)cc2)c1	2%	-1%
Cc1c(C(=O)Nc2c(F)cccc2F)sc2ncn(Cc3ccccc3F)c(=O)c12	2%	-1%

4 of the compounds above, with each value named.
canonical_smiles: Nc1nc(NCCc2ccc(F)cc2)c2[nH]cnc2n1
- UDG counter: -7%
- AID inhibitor: 1%

canonical_smiles: CC(C)c1ccc(NC(=O)CSc2nc3ncc(Cl)cc3[nH]2)cc1
- UDG counter: -11%
- AID inhibitor: -2%

canonical_smiles: CCc1cccc(NC(=O)c2ccc(CNS(=O)(=O)c3ccc4c(c3)C(C)(C)C(=O)N4C)cc2)c1
- UDG counter: 2%
- AID inhibitor: -1%

canonical_smiles: Cc1c(C(=O)Nc2c(F)cccc2F)sc2ncn(Cc3ccccc3F)c(=O)c12
- UDG counter: 2%
- AID inhibitor: -1%
